EPAC2 antag: blocks human EPAC2 exchange factor; Q8WZA2; EPAC2 GEF exchange of Rap1B-BODIPY-GDP, fluorescence; Potency, µM (top dose mostly 114 µM), without a hit: at the top dose activity, negative = inhibition, hits mostly inhibitors; actives 0.18% (n = 360,000); AID 720708; also: potency is read from the fitted curve at half-maximal effect; % is scaled to controls: 0 for no effect and ±100 for the full control effect; nearly all actives have a fitted effect of over 45% in size; many of its hits are not listed in these tables
FUS yeast rescue: rescues growth of FUS-expressing yeast; actives 0.24% (n = 390,000); S. cerevisiae FUS-expressing, growth rescue, OD600, 24 h; AID 1347120; Potency, µM (top dose mostly 76.6 µM), inactives show top-dose growth rescue (activation), actives largely listed as activators;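 also: potency is read from the fitted curve at half-maximal effect; plate controls were DMSO vehicle for no effect and reference control for full effect; nearly all actives have a fitted effect of over 55% in size; some results filed as inactive show a strong effect at the top dose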
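Toxicity suppression screen in FUS-yeast. Cells induced with 2% galactose, starting OD 0.005, treated 24hr at 30C with compounds at multiple final concentrations; growth by OD600.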
EPAC2 ag: EPAC2 (human) agonism | actives 0.079% (n = 360,000) | Q8WZA2 | Potency, µM (titrated, usually from 154 µM), inactives show at the top dose activation, most hits filed as activators | EPAC2 activation, biochemical qHTS; response scale: 100% = 6.5 mM cAMP response; also: potency is read from the fitted curve at half-maximal effect; nearly all actives have a fitted effect of over 50% in size
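Compounds were titrated in qHTS against a Rap1B-BODIPY-GDP (250 nM) complex with EPAC2 (100 nM) and GDP (50 uM). BODIPY-GDP release tracked at 480/540 nm over 30 min at room temperature, normalized to 6.5 mM cAMP.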
Abeta rescue: restores growth of yeast expressing A-beta42 peptide | yeast expressing A-beta42, growth rescue, OD600, 48 h; response scale: 0% DMSO, 100% iron-clioquinol control | Potency, µM (series often up to 46.1 µM), inactives show top-dose growth rescue, usual class: activators | actives 0.063% (n = 410,000) | AID 1347071; also: potency is read from the fitted curve at half-maximal effect; nearly all actives have a fitted effect of over 55% in size
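Yeast A-beta toxicity model in growth medium with pinned compounds, 48 h at 30 C; growth read as absorbance at 600 nm. Normalized to FeCl3/clioquinol equimolar mix (positive) and DMSO (negative).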
TDP43 rescue: rescues yeast growth from TDP-43 toxicity. TDP-43 expressing yeast growth rescue, BacTiter-Glo, 24 h. Potency, µM (series often up to 46.1 µM), inactives show top-dose growth rescue (activation), hits mostly activators. actives 1.8% (n = 410,000). AID 652104; also: potency is read from the fitted curve at half-maximal effect; % of control where 0% means no effect; nearly all actives have a fitted effect of over 50% in size
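Growth rescue of TDP-43-toxic yeast measured as ATP luminescence (BacTiter-Glo). Cells grown to mid-log in raffinose, induced in galactose at OD600=0.02, exposed to compound 24 hr at 30 deg C.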
D3 ag: agonists of human D3 dopamine receptor. P35462. D3R DiscoveRx beta-arrestin cells, luminescence, 90 min. max activation, %. actives 0.58% (n = 410,000); in the data active = max activation above about 30%; also: 0% is about no effect; mostly tested at two doses, the higher about 12 µM
Target sequence (P35462 whole entry, looked up): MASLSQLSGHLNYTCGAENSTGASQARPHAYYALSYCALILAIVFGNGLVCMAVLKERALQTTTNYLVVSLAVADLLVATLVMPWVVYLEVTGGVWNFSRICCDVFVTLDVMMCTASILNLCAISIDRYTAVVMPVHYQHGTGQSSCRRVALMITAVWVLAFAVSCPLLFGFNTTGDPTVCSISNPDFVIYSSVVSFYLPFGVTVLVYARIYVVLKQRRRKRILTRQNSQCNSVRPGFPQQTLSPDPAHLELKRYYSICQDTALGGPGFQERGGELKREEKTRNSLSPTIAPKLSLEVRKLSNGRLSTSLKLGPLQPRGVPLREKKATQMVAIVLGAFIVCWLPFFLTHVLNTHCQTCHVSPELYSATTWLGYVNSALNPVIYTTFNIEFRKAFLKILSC
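Agonist mode: compounds and dopamine controls were applied to plated cells for 90 min at 37 degrees C after an overnight attachment at 1500 cells/well. Luminescent read-out followed 30 - 60 minutes at room temperature with DiscoveRx detection reagent.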
aSyn rescue: rescues yeast growth from alpha-synuclein toxicity; Yeast expressing alpha-synuclein, growth rescue, BacTiter-Glo, 24 h; Potency, µM (series often up to 46.1 µM), for inactives: at the highest dose growth rescue (activation), hits mostly activators; actives 0.14% (n = 370,000); also: potency is read from the fitted curve at half-maximal effect; % of control where 0% means no effect; nearly all actives have a fitted effect of over 65% in size
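Readout is rescue of growth in alpha-synuclein-expressing yeast, so inhibitors of toxicity appear as activators. Growth after 24 hr at 30 deg C in galactose medium is quantified by luminescence.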
DRD3 antagonist: D3 dopamine receptor (human) antagonism; P35462; D3R cells, DiscoveRx beta-arrestin luminescence, antagonist mode; active compounds read low; max response, negative = inhibition, %; actives 2.5% (n = 360,000); in the data active = max response below about -50%; inconclusive = no clear call, values can overlap the other calls; also: % is scaled to controls: 0 for no effect and ±100 for the full control effect; mostly tested at two doses, the higher about 12 µM
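Cells plated overnight at 1500 cells/well, then exposed to library compounds with dopamine controls for 90 minutes at 37 degrees C. DiscoveRx reagent added for 30–60 minutes at room temperature; luminescence read, quantitative HTS format.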
* = called active by the depositor; ? = inconclusive; . = not tested or not shown; [ ] = dose if it differs, or a comment. Unless noted, calls follow the shape of the dose curve; as a rule, active = well fitted curve in the direction sought with a large enough effect; inconclusive = small, poorly fitted or top-dose-only effect, or another doubt; inactive = no such curve, though single readings can be large; an effect the other way counts as inactive or inconclusive. The list is partial (hit frequency here may not be typical).

1: COc1ccc(OCc2nc(N)nc(Nc3ccccc3OC)n2)cc1
2: COc1cccc(NC(=O)Nc2cc(C(=O)O)ccc2N2CC3CC(C2)c2cccc(=O)n2C3)c1 (stereo unspecified)
3: COc1ccc(/C=C(/NC(=O)c2cccs2)C(=O)NC(C)(C)C)cc1OC
4: CCC(C)(C(=O)NC1CCCCC1)N(Cc1ccco1)C(=O)c1ccc2c(c1)OCO2 (stereo unspecified)
5: C/C=C/C=C\C(=O)Nc1cccc(C2=NOC3(C2)C[C@@H](C(N)=O)N(C(=O)c2cc([N+](=O)[O-])cc([N+](=O)[O-])c2C)C3)c1 (stereo partly specified)
6: CC(NC(=O)COC(=O)CSCc1ccccc1)c1ccccc1 (stereo unspecified)
7: COc1ccc(OCCOCCN2CCN(C)CC2)cc1
8: c1cc(-c2cc3nc(NCC4CC4)ccn3n2)ccc1OCCN1CCOCC1
Compound,1,2,3,4,5,6,7,8
EPAC2 ag,9.7%,-2.1%,5.0%,9.3%,5.7%,-1.4%,6.0%,0.7%
D3 ag,-4.4,-9.2,0.7,-0.7,7.5,3.0,0.0,10.7
DRD3 antagonist,5.2,7.5,11.8,?,-7.8,8.0,8.7,0.9
TDP43 rescue,24.5%,-1.8%,5.0%,-1.1%,-3.3%,6.7%,4.3%,23.6%
aSyn rescue,0.3%,-2.5%,7.5%,-1.1%,-5.4%,5.4%,-1.2%,-2.3%
FUS yeast rescue,4.2%,29.9%,2.6%,20.9%,?,4.3%,-24.4%,-0.6%
Abeta rescue,-6.0%,-4.3%,-2.2%,-2.2%,-22.2%,8.0%,2.8%,4.7%
EPAC2 antag,-8.1%,0.9%,-1.6%,5.0%[57.1 µM],5.2%,-12.1%,14.1%,4.7%

9: C[C@H](CO)N1C[C@H](C)[C@@H](CN(C)C(=O)CCC(F)(F)F)OCc2cnnn2CCCC1=O
10: CCN1CCN(CCCNC(=O)c2cnn(-c3ccccc3)c2C2CCN(C(=O)OC(C)(C)C)CC2)CC1
11: CCOC(=O)c1c(NC(=O)c2ccccc2)sc2c(O)c(CN(CC)CC)ccc12
12: Cn1cccc1Cc1nnc(SCC(N)=O)n1-c1ccc(F)cc1
13: O=C(Nc1cc(F)ccc1F)c1cccc(-n2cnnn2)c1
14: Cc1cc(C)cc(NC(=O)C2CCN(c3cnccn3)CC2)c1
15: CCC(=O)c1c(NC)cc(C)oc1=O
16: O=S(=O)(NC1CCCC1)c1cccc(S(=O)(=O)N2CCC(n3nnc4ccccc43)CC2)c1
Compound,9,10,11,12,13,14,15,16
EPAC2 ag,8.5%,.,14.9%,17.2%,14.2%,11.2%,10.5%,-17.4%
D3 ag,-0.4,-11.4,1.6,1.1,0.5,-13.1,-3.9,-1.6
DRD3 antagonist,6.2,.,-18.1,-16.7,-13.5,-1.6,3.0,-13.8
TDP43 rescue,3.2%,-10.0%,-10.0%,2.4%,-10.7%,16.9%,-2.3%[9.22 µM],5.4%
aSyn rescue,1.6%,.,-0.7%,-1.0%,-5.5%,0.1%,0.7%,-2.8%
FUS yeast rescue,-16.7%,10.6%,?,-1.1%,1.5%,-22.1%,-20.6%,?
Abeta rescue,8.2%,-11.9%,-7.1%,-12.8%,-6.6%,31.3%,-4.2%,-8.6%
EPAC2 antag,-3.2%,.,-0.1%,5.8%,-2.7%,0.8%,-6.6%,-2.2%

17: COc1ccc2ccc3ccc(OC)c(OC(C)=O)c3c2c1
18: O=C1NC(Cc2ccccc2)C(=O)Nc2ccc(Br)cc21 (stereo unspecified)
19: Cc1ccc2occ(/C=N/NC(=O)c3ccc(O)cc3)c(=O)c2c1
20: c1ccc(Oc2cc(-c3ccccc3)ncn2)cc1
21: COc1ccc(C(=O)Nc2nnc(S(=O)(=O)Cc3ccccc3)s2)cc1
22: CNc1ccccc1C(C)(C)c1cc(C)[nH]n1
23: Cc1cccc(-n2c(N)c(C(=O)N3CCN(C)CC3)sc2=S)c1
24: Cc1ccc(C(=O)c2nc3c(n2O)CCCC3)cc1
Compound,17,18,19,20,21,22,23,24
EPAC2 ag,15.5%,-0.4%,2.2%,10.6%,6.8%,7.9%,0.4%,5.6%
D3 ag,2.1,7.9,-1.3,-9.6,-12.0,-5.4,1.6,-3.1
DRD3 antagonist,-7.7,11.4,-16.3,18.7,0.5,2.8,25.1,21.6
TDP43 rescue,29.3%,15.6%,16.3%,11.2%,-20.1%,-1.5%,4.2%,-37.4%[inhibitor]
aSyn rescue,0.1%,3.3%,-10.3%,-2.9%,-7.3%,-2.1%,-17.3%,-6.9%
FUS yeast rescue,.,-1.1%,14.9%,-10.9%,-2.5%,-11.4%,-7.1%,-15.1%
Abeta rescue,0.0%,-0.4%,-18.3%,-7.2%,-8.2%,12.0%,-5.3%,0.2%
EPAC2 antag,-9.0%,3.5%,-8.1%,9.3%,4.0%,0.6%[57.1 µM],18.4%,10.2%

Reformatted: entries from further up.
#17 COc1ccc2ccc3ccc(OC)c(OC(C)=O)c3c2c1
  EPAC2 ag: 15.5% | D3 ag: 2.1 | DRD3 antagonist: -7.7 | TDP43 rescue: 29.3% | aSyn rescue: 0.1% | FUS yeast rescue: . | Abeta rescue: 0.0% | EPAC2 antag: -9.0%

#22 CNc1ccccc1C(C)(C)c1cc(C)[nH]n1
  EPAC2 ag: 7.9% | D3 ag: -5.4 | DRD3 antagonist: 2.8 | TDP43 rescue: -1.5% | aSyn rescue: -2.1% | FUS yeast rescue: -11.4% | Abeta rescue: 12.0% | EPAC2 antag: 0.6%[57.1 µM]

#24 Cc1ccc(C(=O)c2nc3c(n2O)CCCC3)cc1
  EPAC2 ag: 5.6% | D3 ag: -3.1 | DRD3 antagonist: 21.6 | TDP43 rescue: -37.4%[inhibitor] | aSyn rescue: -6.9% | FUS yeast rescue: -15.1% | Abeta rescue: 0.2% | EPAC2 antag: 10.2%

#23 Cc1cccc(-n2c(N)c(C(=O)N3CCN(C)CC3)sc2=S)c1
  EPAC2 ag: 0.4% | D3 ag: 1.6 | DRD3 antagonist: 25.1 | TDP43 rescue: 4.2% | aSyn rescue: -17.3% | FUS yeast rescue: -7.1% | Abeta rescue: -5.3% | EPAC2 antag: 18.4%

(further entries)
25: COc1ccc(N(CC(=O)Nc2cccc3ccccc23)S(C)(=O)=O)cc1
26: COc1cc(/C=C2/C(=O)N(c3ccc([N+](=O)[O-])cc3)N=C2N2CCOCC2)ccc1O
27: CCOC(=O)c1c(C)oc(NC(=O)COc2ccc(Cl)cc2C)c1C#N
28: CS(=O)(=O)Nc1ccc(C(=O)NCCc2ccccc2)cc1
29: CCCOc1ccc(CNC(=O)c2ccc3nc(N4CCOCC4)sc3c2)cc1
30: COC(=O)c1ccc(CNC(=O)c2cc3ccccc3oc2=O)cc1
31: O=C(NCCc1ccccc1)C1CCCN1S(=O)(=O)c1ccccc1 (stereo unspecified)
32: Cc1oc2cc3oc(=O)c(CCC(=O)NCCN4CCOCC4)c(C)c3cc2c1C
Compound,25,26,27,28,29,30,31,32
EPAC2 ag,2.8%,3.4%,4.2%,0.0%,-9.3%,13.0%,4.0%,-8.7%
D3 ag,1.8,2.4,1.7,-1.3,-8.0,9.9,0.1,40.6*
DRD3 antagonist,-13.6,-5.2,16.8,-5.8,?,2.3,3.1,9.4
TDP43 rescue,-10.5%,?,?,-17.7%,11.1%,-5.2%,-6.8%,3.0%
aSyn rescue,0.3%,-10.6%,1.2%,-10.8%,1.5%,1.3%,1.9%,-5.6%
FUS yeast rescue,19.0%,7.8%,3.6%,6.7%,-19.5%,-2.9%,7.0%,-20.5%
Abeta rescue,-19.7%,7.7%,5.0%,-8.9%,-4.9%,3.6%,12.5%,-12.0%
EPAC2 antag,?,-8.0%,-7.3%,7.1%[57.1 µM],-1.8%,-0.7%,7.4%,9.5%

33: COc1cccc(C(=O)CN(C(=O)c2ccc(Cl)c(Cl)c2)N2C(=O)C3CCCCC3C2=O)c1 (stereo unspecified)
34: O=C(Nc1ccn(-c2ccccc2)n1)c1ccc(S(=O)(=O)N2CCCCCC2)cc1
35: CC(C)COC(=O)c1ccccc1N1C(=O)C2C3CCC(C3)C2C1=O (stereo unspecified)
36: CCC(CC)NC(=O)c1cc(OC)c(OC)cc1[N+](=O)[O-]
37: CCN(CC)c1nc(-c2ccccc2)nc2ccccc12
38: C[C@H]1CC[C@@]2(O[C@H](CCO)C[C@@H](O)[C@@H]2O)O1
39: O=C(c1ccc(S(=O)(=O)Nc2cccc(C(F)(F)F)c2)cc1)N1CCC1
40: CC(Sc1ccccc1)C(=O)N(CCC#N)Cc1cccnc1 (stereo unspecified)
Compound,33,34,35,36,37,38,39,40
EPAC2 ag,14.4%,12.5%,11.3%,-2.7%,14.5%,7.4%,3.5%,5.5%
D3 ag,-20.7,-2.5,4.2,3.7,5.3,-6.5,1.7,-3.3
DRD3 antagonist,-20.4,-17.5,2.1,0.9,2.3,-0.8,-1.7,-15.8
TDP43 rescue,6.0%,-10.0%,0.0%,10.1%,?,-7.4%,20.2%,-2.1%
aSyn rescue,3.8%,-2.2%,0.1%,-2.3%,-15.4%,-3.3%,9.1%,-10.6%
FUS yeast rescue,9.1%,2.4%,17.5%,-5.4%,18.1%,-28.2%,.,4.1%
Abeta rescue,2.0%,-1.7%,-2.4%,4.3%,-3.7%,-13.8%,2.0%,-11.6%
EPAC2 antag,-11.4%,-2.0%,20.1%,-2.2%,-8.1%,-11.4%,7.6%,6.0%

41: O=C(NCc1ccccn1)C(=O)NCC(c1ccco1)N1CCN(c2ccc(F)cc2)CC1 (stereo unspecified)
42: Cn1cccc1/C=N/NC(=O)CNc1ccc2ccccc2c1
43: COc1cc(NC(=O)c2ccc3c(c2)OCCO3)ccc1NC(=O)c1ccccc1Cl
44: C[C@H](CO)N1C[C@H](C)[C@@H](CN(C)S(=O)(=O)c2cccc(C#N)c2)OCc2cnnn2CCCC1=O
Compound,41,42,43,44
EPAC2 ag,-3.3%,5.8%,13.8%,13.6%
D3 ag,2.1,6.3,4.6,-5.1
DRD3 antagonist,-0.2,?,7.2,-21.7
TDP43 rescue,3.2%,14.3%,4.2%,11.0%
aSyn rescue,0.9%,6.6%,-3.4%,-0.9%
FUS yeast rescue,14.9%,19.2%,19.1%,-28.7%
Abeta rescue,1.7%,12.1%,2.6%,-10.3%
EPAC2 antag,-18.1%,1.3%,-3.7%,4.8%
